CHRM4 PAM – human M4 muscarinic receptor positive allosteric modulators, primary screen, CHO-K1 cells, Fluo-8 calcium fluorescence; Muscarinic acetylcholine receptor M4 (Homo sapiens), P08173; CHO-K1 hM4/Gqi5, ACh EC20; 0% = ACh EC20, 100% = maximal ACh; activation, % at 3 µM; 0.4% of 360,000 active; AID 624126, 2012;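 active = activation above its plate's cutoff, the mean activation of sample wells plus 3 SD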; also: some results filed as inactive read as strong as hits
Target sequence (P08173 whole entry, looked up): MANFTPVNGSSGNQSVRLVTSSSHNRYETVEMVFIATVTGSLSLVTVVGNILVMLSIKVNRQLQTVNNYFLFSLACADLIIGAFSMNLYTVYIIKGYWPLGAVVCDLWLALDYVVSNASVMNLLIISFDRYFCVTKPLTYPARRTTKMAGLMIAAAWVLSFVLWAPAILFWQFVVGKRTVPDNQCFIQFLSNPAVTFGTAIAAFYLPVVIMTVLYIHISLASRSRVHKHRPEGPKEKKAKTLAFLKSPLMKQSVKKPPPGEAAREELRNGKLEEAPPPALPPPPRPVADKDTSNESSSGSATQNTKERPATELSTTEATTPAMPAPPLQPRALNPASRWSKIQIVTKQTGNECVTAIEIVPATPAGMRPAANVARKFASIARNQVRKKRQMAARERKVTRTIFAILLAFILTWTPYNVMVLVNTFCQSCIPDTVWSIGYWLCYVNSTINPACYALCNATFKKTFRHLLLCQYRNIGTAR
CHRM4 antagonist – human M4 muscarinic receptor antagonists, primary screen, CHO cells, Fluo-8 calcium fluorescence; CHO-hM4 cells, ACh EC80; inhibition, % at 3 µM; 0.73% of 360,000 active; AID 624125, 2012;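 active = inhibition above its plate's cutoff, the mean inhibition of sample wells plus 3 SD, cut at about 27% in these data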;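 also: 0% = acetylcholine EC80 with DMSO and 100% = DMSO without agonist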
CHRM5 PAM – human M5 muscarinic receptor positive allosteric modulators, primary screen, CHO-K1 cells, Fluo-8 calcium fluorescence. Muscarinic acetylcholine receptor M5 (Homo sapiens), P08912. activation, % at 3 µM. CHO-K1 hM5, ACh EC20 PAM; 0% = ACh EC20, 100% = ACh EC100. 0.3% of 360,000 active;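 active = activation above the run cutoff, the mean activation of all test compounds plus 3 SD, cut at about 18% in these data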
Target sequence (P08912 whole entry, looked up): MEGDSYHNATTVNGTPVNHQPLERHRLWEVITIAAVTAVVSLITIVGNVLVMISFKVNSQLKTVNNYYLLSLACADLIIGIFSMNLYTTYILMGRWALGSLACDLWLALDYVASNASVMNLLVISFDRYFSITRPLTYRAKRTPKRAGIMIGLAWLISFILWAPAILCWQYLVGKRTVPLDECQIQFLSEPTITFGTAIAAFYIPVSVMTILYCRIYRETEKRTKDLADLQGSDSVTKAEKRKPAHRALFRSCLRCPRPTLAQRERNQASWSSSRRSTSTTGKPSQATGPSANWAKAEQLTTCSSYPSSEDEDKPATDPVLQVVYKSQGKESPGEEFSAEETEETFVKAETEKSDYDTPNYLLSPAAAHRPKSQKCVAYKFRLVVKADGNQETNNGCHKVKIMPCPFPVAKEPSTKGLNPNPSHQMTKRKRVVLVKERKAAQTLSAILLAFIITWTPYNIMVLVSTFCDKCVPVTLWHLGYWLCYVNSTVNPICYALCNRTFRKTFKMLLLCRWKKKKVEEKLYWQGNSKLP
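Assay system: CHO-K1 hM5 cells / Incubation: Fluo-8 loading 80 min at 37 °C plus 30 min room temperature / Technique: Fluo-8 calcium dye fluorescence, kinetic read / Repeats: single replicate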
IDE inh – human IDE inhibitors in live cells, primary screen, fluorescence polarization, HEK cells, FAbetaB substrate. Insulin-degrading enzyme (Homo sapiens), P14735. inhibition, % at 5.59 µM. 0.41% of 320,000 active. FAbetaB cleavage;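 active = percent inhibition above the average of all tested compounds plus 3 SD, set per screening campaign, cut at about 16% in these data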;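 also: IDE supplied by intact live HEK cells; FP after avidin binding of uncleaved biotin substrate so inhibition keeps polarization high; 0% = DMSO wells and 100% = 60 µM reference IDE inhibitor Ii1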
CRFBP-R2 block – antagonists of CRF-BP/CRF-R2 complex, primary screen, cell-based, HEK293, calcium dye fluorescence, uHTS. 0.59% of 350,000 active. CRF-induced calcium fluorescence. inhibition, % at 11.8 µM;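 active = inhibition of the ligand-induced calcium signal above about 50% at the single tested concentration, limit read from the data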
M5 ag – human M5 muscarinic receptor agonists, primary screen, CHO-K1 cells, Fluo-8 calcium fluorescence. activation, % at 3 µM. 0.19% of 360,000 active. CHO-K1 hM5 cells; 0% DMSO wells, 100% maximal acetylcholine response;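 active = activation above the run's mean over test compounds plus 3 SD, cut at about 23% in these data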;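 also: signal is peak over basal fluorescence ratio across the kinetic read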
CHRM5 antagonist – human M5 muscarinic receptor antagonists, primary screen, CHO cells, Fluo-8 calcium fluorescence | 0.59% of 360,000 active | inhibition, % at 3 µM | Muscarinic acetylcholine receptor M5 (Homo sapiens), P08912 | AID 624040, 2012 | CHO-hM5 cells, ACh EC80;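 active = inhibition above a per-plate cutoff, the mean of that plate's test compounds plus 3 SD, cut at about 27% in these data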;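 also: 0% = acetylcholine EC80 with DMSO and 100% = DMSO without agonist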
CHRM4 agonist – human M4 muscarinic receptor agonists, primary screen, CHO-K1 cells, Fluo-8 calcium fluorescence; Muscarinic acetylcholine receptor M4 (Homo sapiens), P08173; 0.14% of 360,000 active; CHO-K1 hM4/Gqi5; vehicle 0%, full acetylcholine response 100%; activation, % at 3 µM; AID 624127, 2012;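 active = activation above the run mean over all test wells plus 3 SD, cut at about 32% in these data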;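 also: peak over basal fluorescence ratio per well then scaled between controls; 0% = DMSO wells and 100% = acetylcholine at EC100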
CRFBP-R2 agonist – agonists of CRF-BP/CRF-R2 complex, primary screen, cell-based, HEK293, calcium dye fluorescence, uHTS; activation, % at 13.2 µM; AID 588473, 2011; calcium dye fluorescence (FLIPR); percent of saturating CRF peptide response; CRF-binding protein / CRF receptor 2 complex (human); 0.46% of 350,000 active;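 active = activation of at least 50%, plus an integration ratio under a set limit after plate pattern correction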;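 also: plate controls were neutral control wells without compound for no effect and CRF at EC100 for full effect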
Numbers without * were called inactive; · = not tested or not shown.

CHRM4 PAM	CHRM4 antagonist	CHRM5 PAM	IDE inh	CRFBP-R2 block	M5 ag	CHRM5 antagonist	CHRM4 agonist	CRFBP-R2 agonist	compound
2.7	4.6	-0.6	3.9	-1.8	-2.8	4.3	-0.8	0.1	Cc1sc(NC(=O)C2=COCCO2)nc1-c1ccc(Br)cc1
2.8	12.0	-0.6	5.7	-1.8	4.8	10.3	1.1	-0.6	Cc1cccc(C)c1NC(=O)CSc1n[nH]c(=O)n1C1CC1
7.3	-11.0	0.2	-0.5	2.5	-2.3	-0.9	6.2	0.1	COc1cc(/C=N/NC(=O)c2ccccc2Cl)ccc1Oc1ccc([N+](=O)[O-])cn1
-1.3	3.3	-3.6	3.9	-6.8	4.5	7.2	0.8	2.4	CC[C@@]1(c2ccccc2)C(=O)N(C(=O)OC)N1C(=O)OC
-1.9	-0.9	-5.3	1.0	-26.7	-1.8	0.3	0.4	-1.0	O=C(Nc1ccc([N+](=O)[O-])cn1)C1CC2CCC1C2 (stereo unspecified)
-18.4	10.5	-11.4	1.1	-10.2	-6.3	9.9	10.2	-0.1	COC(=O)c1sccc1S(=O)(=O)Nc1ccc(Cl)cc1
-1.5	-13.2	0.2	4.5	-10.8	-7.8	-0.7	0.8	-1.4	CCN(CC)CCCNc1nc(CN2CCOCC2)nc2sc3c(c12)CCC3
-3.1	11.9	4.3	5.2	-3.5	0.1	9.2	5.7	-3.0	COc1ccc(NC(C)=O)cc1S(=O)(=O)NCCc1ccccn1
-0.2	-7.3	4.5	·	9.5	2.5	-8.1	1.6	-0.9	O=S(=O)(NC1CC1)c1ccc(Br)cc1N1CCC[C@H]1CO
2.5	-1.4	3.1	2.2	8.3	0.1	-7.8	1.3	-0.1	CN(CC(=O)Nc1ncn[nH]1)S(=O)(=O)c1ccc(Cl)cc1
-7.2	4.9	-2.8	-3.7	-2.7	1.9	4.7	1.2	0.8	O=C(c1cc(S(=O)(=O)Nc2ccccc2F)c(Cl)cc1Cl)N1CCN(CCO)CC1
-5.9	6.6	-6.9	-1.4	0.8	2.6	2.0	0.1	1.6	Cn1nc(-c2ccc(Cl)cc2)c2cc(C(=O)N3CCN(C(=O)c4ccco4)CC3)sc21
2.8	3.6	1.3	6.2	0.4	0.2	3.9	2.0	-0.9	CSc1ccc(Cl)c(C(=O)NCCCn2ccnc2)c1
-8.4	-0.2	-3.5	1.0	-15.2	0.5	2.5	0.9	1.1	O=C(CCC(=O)N(c1ccc(F)cc1)C(C(=O)NC1CCCC1)c1ccncc1)Nc1cccnc1 (stereo unspecified)
3.1	-3.7	1.4	3.1	6.1	-2.9	-0.5	3.4	0.4	COc1cccc(NC(=O)COc2cccc3c2CCNC3=O)c1
11.9	-1.8	4.8	1.6	11.1	-2.9	2.2	0.6	-1.9	O=C(c1ccco1)N1CCN(C2=NS(=O)(=O)c3ccccc32)CC1
-7.8	2.4	-4.8	1.8	14.4	-7.0	1.4	-1.4	3.5	C#CCSc1nc(-c2cccs2)ccc1C#N
-2.5	1.5	6.0	-1.2	16.9	6.4	4.9	1.8	0.0	CCCOc1ccc(N2C(=O)CC(NCCNc3ccc([N+](=O)[O-])cn3)C2=O)cc1 (stereo unspecified)
1.9	4.2	-2.8	2.5	1.7	-1.0	5.1	-0.2	0.1	Cc1nn2c(COc3ccc(NC(=O)c4ccccc4)cc3)nnc2c2ccccc12
-10.0	7.5	3.9	3.9	1.7	-0.7	-3.7	0.8	-0.7	CC(NC(=O)CNC(=O)c1ccco1)c1ccccc1 (stereo unspecified)
8.9	-1.0	-6.7	-5.3	-10.9	-2.8	11.9	0.6	2.0	c1cc2c(cnc3cscc32)s1
-4.3	3.0	5.9	4.8	6.6	0.6	-13.7	1.4	-2.5	CCOc1cc(C=O)cc(Cl)c1OCC(N)=O
5.2	1.1	-3.2	-3.0	-22.9	-2.6	3.4	1.2	1.5	Cc1cc(C)cc(N(C(=O)Cn2nnc(-c3ccccc3)n2)C(C(=O)NC2CCCCC2)c2ccccn2)c1 (stereo unspecified)
4.6	0.8	-3.5	-0.4	-9.0	-3.7	6.2	1.3	0.1	COc1ccc(S(=O)(=O)N2CCOCC2)cc1NC(=O)COC(=O)C1CC2CCCC(C1)C2=O (stereo unspecified)
-2.4	1.0	0.5	0.7	1.4	-3.1	1.6	3.5	-2.5	CCCCOc1ccc(C(=O)NCC(=O)NCC(c2ccc(OC)cc2)N2CCOCC2)cc1 (stereo unspecified)
0.9	2.4	-5.0	3.8	-2.3	-0.1	6.3	-0.4	3.9	Cc1cc(C(C)(C)C)oc1C(=O)NCCCNC(=O)c1oc(C(C)(C)C)cc1C
1.1	-0.8	-2.5	-1.4	11.4	-4.0	-2.2	0.8	-0.4	O=C(O)/C=C\c1cn(-c2ccccc2)nc1-c1cc2ccccc2o1
-4.4	5.6	-1.2	5.2	3.8	-1.7	3.7	-1.8	-1.6	COc1ccccc1C1CC(c2ccco2)=NN1c1ccccc1 (stereo unspecified)
3.1	11.5	6.4	1.8	-6.7	4.0	-4.0	1.5	0.7	O=C1COc2cc(ccc2[N+](=O)[O-])Oc2ccc(cc2Cl)C(=O)CCCCO1
10.7	-2.1	9.8	·	0.3	-3.5	-0.9	1.4	-1.0	CN(CCc1cn[nH]c1)C(=O)C1CCC(=O)N(CC2CCCCC2)C1 (stereo unspecified)
5.3	-5.3	6.8	·	-7.7	-5.7	-4.0	0.3	-12.8	CC1CN(c2ccc(Cl)cc2)c2nc3c(c(=O)[nH]c(=O)n3C)n2C1 (stereo unspecified)
-15.0	12.8	-10.0	-1.4	-2.1	-4.3	1.4	0.7	-0.4	CCC1CCCCN1CCCNC(=O)CC1Oc2ccc(C)cc2NC1=O (stereo unspecified)
-22.5	14.3	-0.8	-0.7	11.8	-0.3	-2.5	0.3	-1.9	O=C(O)CCC(=O)Nc1nc2nccc(-c3ccccc3)n2n1
-1.9	3.3	1.7	-0.6	-0.5	-0.7	4.7	4.9	3.0	NC(=O)C1CCN(c2nc(-c3cc4ccccc4o3)cs2)CC1
1.2	-4.6	-9.7	42.0*	-16.8	-1.7	15.8	0.0	1.2	CC[n+]1c(C)sc2c3ccsc3ccc21
-8.3	5.5	-0.7	-0.3	0.3	-4.4	3.9	0.9	0.1	CC1CCN(CCC(=O)Nc2ccc3c(c2)CCC3)CC1
8.6	-3.1	0.2	3.6	-7.9	-0.9	-0.5	2.0	4.2	COc1ccc(NC2CC(=O)N(c3ccccc3)C2=O)cc1 (stereo unspecified)
-3.0	10.2	1.5	-1.3	0.1	-1.2	-4.6	0.9	-1.1	O=C(CNC(=O)c1ccccc1)N/N=C/c1cccs1
-4.0	-4.3	-3.2	·	·	-0.4	3.5	3.7	·	COc1ccc(CN2C[C@@H](CO)O[C@@H](n3cnc4c(NCc5cc(OC)c(OC)c(OC)c5)ncnc43)C2)cc1
5.8	-15.9	0.8	·	·	-1.4	-2.9	2.9	·	CC(=O)Nc1ccc(C(=O)N2CCCCC2c2cc(C(=O)NC(C)C)no2)cc1 (stereo unspecified)
3.6	-2.1	-3.2	-3.0	-3.3	-2.6	7.3	1.5	-0.4	Cc1ccc2oc(=O)cc(CN3CC(C)OC(C)C3)c2c1 (stereo unspecified)
-0.7	-5.2	2.4	1.9	11.8	-1.6	8.3	1.7	3.7	O=C(Cc1ccccc1F)Nc1ccc(S(=O)(=O)Nc2ncccn2)cc1
-3.3	-14.5	-20.9	2.5	1.7	1.6	8.6	12.8	-1.4	CCN(CC(=O)Nc1ccc(NC(C)=O)cc1)C(=O)c1ccccc1Sc1ccccc1C#N
1.4	-30.6	-4.8	·	0.8	1.9	-7.1	11.4	0.6	CC(=O)Nc1ccc(S(=O)(=O)N(CC(=O)NCC2CCCO2)Cc2ccccc2Cl)cc1 (stereo unspecified)
4.3	3.1	9.5	-0.5	11.0	-3.9	-4.7	2.0	-2.1	Cc1cccc(NC2SC(=O)N(c3ccccc3)C2=O)c1 (stereo unspecified)
7.8	-1.4	1.1	-5.4	6.6	-2.7	-3.8	0.5	2.6	CC1Cc2cc(S(=O)(=O)N3CCN(c4cccc(Cl)c4)CC3)ccc2N1C(=O)C1CC1 (stereo unspecified)
-3.1	1.9	2.1	-3.4	0.6	-3.1	-3.1	0.2	-0.8	Cc1ccnc(NC(=O)C2COc3ccccc3O2)c1 (stereo unspecified)
-16.5	16.8	-18.3	·	·	-6.4	15.9	1.7	·	C(=C\c1ccccc1)/CN1CCN(C(CCc2ccccc2)c2nnnn2C2CCCC2)CC1 (stereo unspecified)
4.7	-1.4	-5.7	0.2	-13.0	3.0	5.5	3.1	-2.1	c1ccc2c(c1)CCc1c(-c3ccncc3)n[nH]c1-2
6.2	6.8	7.3	-1.8	12.5	-3.1	-7.1	-0.8	-1.3	CCCCn1nc(C(=O)NNC(=O)c2ccncc2)c2ccccc2c1=O

(listing goes on)
CHRM4 PAM	CHRM4 antagonist	CHRM5 PAM	IDE inh	CRFBP-R2 block	M5 ag	CHRM5 antagonist	CHRM4 agonist	CRFBP-R2 agonist	compound
-9.3	1.5	-10.3	1.5	4.2	0.7	17.7	13.6	-2.4	CCN(CCn1cccn1)Cc1nc(-c2ccc(C(=O)OC)cc2)no1
14.7	32.3*	6.2	-3.1	7.3	2.1	4.6	1.4	-2.4	O=C(O)C1CCCN1S(=O)(=O)c1cccc(S(=O)(=O)N2CCCC2C(=O)O)c1 (stereo unspecified)
3.0	-5.4	10.3	·	3.4	2.4	0.1	0.0	-0.1	O=C(O)C(c1ccccc1)C(O)c1ccc2c(c1)OCO2 (stereo unspecified)
6.5	-9.0	-0.4	6.2	1.1	-4.2	-4.3	1.0	-3.8	CCOC(=O)c1c(C)n(C)c2ccc(OCC(O)CNC(CC)CO)cc12 (stereo unspecified)
-3.9	6.9	0.3	1.3	5.5	3.9	-4.4	0.3	1.0	CCOC(=O)N/C(N)=N/c1nc2ccccc2s1
-2.2	0.1	-1.8	0.6	27.4	2.4	5.9	0.1	-3.8	CC(C)(C)OC(=O)NCCCCc1cn(CC(=O)N2CCN(C(=O)OC(C)(C)C)CC2)nn1
